ASAP1 GAP inh = blocks human ASAP1-stimulated Arf1 GTP hydrolysis; GDP FP detection; hit rate 0.19% among 360,000; AID 624377; inhibition, % at 16.5 µM; in the data active = inhibition above about 25%;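 note: 0% = vehicle with enzyme and substrate and 100% = no enzyme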
Target sequence (Q9ULH1 325-724 limits assumed): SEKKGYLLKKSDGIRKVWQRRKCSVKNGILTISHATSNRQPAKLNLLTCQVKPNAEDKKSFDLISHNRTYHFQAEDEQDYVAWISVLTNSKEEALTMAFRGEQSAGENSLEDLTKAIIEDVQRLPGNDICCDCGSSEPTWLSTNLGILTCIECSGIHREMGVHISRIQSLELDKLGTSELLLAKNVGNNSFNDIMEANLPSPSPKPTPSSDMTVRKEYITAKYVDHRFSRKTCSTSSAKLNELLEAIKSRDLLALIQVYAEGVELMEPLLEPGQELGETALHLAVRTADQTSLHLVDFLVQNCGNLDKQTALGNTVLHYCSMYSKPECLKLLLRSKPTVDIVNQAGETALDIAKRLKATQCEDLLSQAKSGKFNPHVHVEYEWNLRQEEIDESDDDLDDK
MBD2 inh = MBD2-methylated oligo binding inhibition | Q9UBB5 | TR-FRET, MBD2 binding to methylated oligonucleotide | inhibition, % at 4.4 µM | hit rate 0.31% among 370,000 | AID 686964; in the data active = inhibition above about 13%
DDE Tn6 FP inh = disrupts Tn6 cyclic peptide binding to fibrin D-Dimer-E complex; P02675; Fibrin DD(E) TRITC-Tn6 fluorescence polarization displacement; inhibition, % at 8.3 µM; hit rate 0.21% among 370,000; AID 720509;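 active = inhibition above a per-campaign cutoff: mean of compounds within control limits plus 3 SD, cut at about 15% in these data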;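 note: 0% = median of all compound wells on the plate and 100% = blocking peptide control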
Target sequence (P02675 whole entry, looked up): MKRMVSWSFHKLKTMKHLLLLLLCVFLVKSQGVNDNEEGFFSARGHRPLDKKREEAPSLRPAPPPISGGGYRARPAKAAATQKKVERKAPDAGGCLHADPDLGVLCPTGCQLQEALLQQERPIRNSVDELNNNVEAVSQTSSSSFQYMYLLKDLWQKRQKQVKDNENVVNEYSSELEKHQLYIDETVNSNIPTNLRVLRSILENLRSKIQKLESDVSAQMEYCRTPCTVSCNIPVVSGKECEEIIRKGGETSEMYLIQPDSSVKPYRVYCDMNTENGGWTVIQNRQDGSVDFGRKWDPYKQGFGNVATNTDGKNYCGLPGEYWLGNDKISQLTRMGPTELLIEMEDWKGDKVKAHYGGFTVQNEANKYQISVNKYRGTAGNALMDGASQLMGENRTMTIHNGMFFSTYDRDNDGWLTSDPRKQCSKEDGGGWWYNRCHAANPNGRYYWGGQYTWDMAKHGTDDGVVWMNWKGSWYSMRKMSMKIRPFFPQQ
DDE Tn7 FP inh = DD(E)-Tn7 binding inhibition, primary FP screen; hit rate 0.13% among 370,000; inhibition, % at 8.3 µM; P02675; FP displacement of FITC-Tn7 peptide from fibrin DD(E); 0% = median of compound wells per plate;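 active = inhibition above the mean of compounds falling within the control limits plus 3 SD of them, cut at about 14% in these data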;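 note: 0% = plate median of compound wells and 100% = 10 µM Aha-Tn7 peptide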
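Assay system: Human fibrin DD(E) protein | Medium: Tris buffer with calcium and detergent, pH 7.8 | Reagent: 0.1 µM fluorescent Tn7 | Compound dosing: Single point at 8.3 µM | Times: 10 min preincubation, 3 h with tracer, room temperature | Detection: Fluorescence polarization of the labelled Tn7 tracer | Controls: Aha-Tn7 high control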
PLC-beta3 inh = inhibitors of human phospholipase C beta3; hit rate 0.18% among 370,000; Purified PLC-beta3, fluorogenic substrate, fluorescence; inhibition, % at 12.2 µM; AID 720704; Q01970; in the data active = inhibition above about 11%;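 note: 0% = median of compound wells on plate and 100% = full blocker control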
PLC-gamma1 inh = blocks human PLC-gamma1 enzyme activity | purified PLC-gamma1, fluorogenic substrate, fluorescence | inhibition, % at 12.2 µM | hit rate 0.84% among 370,000; in the data active = inhibition above about 9.5%
ADAM17 inh = inhibitors of human ADAM17; P78536; recombinant ADAM17, EDANS/DABCYL FRET peptide cleavage; inhibition, % at 6.95 µM; hit rate 0.83% among 370,000; AID 720648;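 active = inhibition above the mean of compounds lying between control limits plus 3 SD, set per campaign, cut at about 8.5% in these data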;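 note: 0% = DMSO-only wells as the low control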
UHRF1 MBD2 ctr = human UHRF1 methylated DNA binding inhibitors | Q96T88 | UHRF1 binding to methylated oligo, TR-FRET | inhibition, % at 4.4 µM | hit rate 0.75% among 370,000 | AID 687016; in the data active = inhibition above about 21%;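 note: UHRF1 SRA domain binding a hemimethylated CpG hairpin DNA probe; 0% = median of test compound wells and 100% = reference inhibitor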
proKLK7 act = proKLK7 (human) activation, primary screen | P49862 | purified proKLK7, EDANS-DABCYL substrate fluorescence; 100% is mature enzyme control, 0% vehicle | activation, % at 7 µM | hit rate 0.9% among 370,000;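 active = activation above the mean of all tested compounds plus 3 SD, computed per campaign excluding outliers beyond control limits, cut at about 13% in these data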
ARFGAP1 inh = inhibitors of rat ARFGAP1 | Q62848 | Arfgap1-stimulated ARF1 GTP hydrolysis, GDP FP detection | inhibition, % at 16.5 µM | hit rate 0.26% among 360,000 | AID 651572;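 active = inhibition above a per-plate limit, mean inhibition of low control wells plus 3 SD, cut at about 25% in these data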;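 note: 0% = DMSO wells with enzyme and 100% = wells lacking Arfgap1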
Target sequence (Q62848 1-136 limits assumed): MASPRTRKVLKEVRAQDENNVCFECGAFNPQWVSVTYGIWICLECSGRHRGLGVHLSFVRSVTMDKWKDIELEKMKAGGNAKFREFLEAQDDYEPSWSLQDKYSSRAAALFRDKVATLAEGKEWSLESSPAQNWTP
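System: truncated rat Arfgap1 GAP domain / Medium: HEPES-based buffer, pH 7.5 / Also added: N-terminally truncated human ARF1-GTP substrate / Incubation: enzyme reaction 120 min at 25 °C after 20 min preincubation / Measured by: FP of antibody-bound GDP Alexa 633 tracer, ex 620/em 688 nm / Replicates: singlicate, each compound tested once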
The depositor's hits bear a star; i = inactive; x = not tested or not shown.

SMILES,ASAP1 GAP inh,MBD2 inh,DDE Tn6 FP inh,DDE Tn7 FP inh,PLC-beta3 inh,PLC-gamma1 inh,ADAM17 inh,UHRF1 MBD2 ctr,proKLK7 act,ARFGAP1 inh
Cc1cc(Cl)ccc1OCCCC(=O)NO,11,-2,-2,-1,-1,0,3,1,-0.2,-13
Cc1cccc(NC(=O)CCCN=C2NS(=O)(=O)c3ccccc32)c1C,-10,-2,-3,-6,-1,0,-5,1,0.1,-1
O=C(c1ccco1)N1CCN(S(=O)(=O)c2ccc(Oc3ccccc3)cc2)CC1,2,-10,3,8,-1,-2,4,-3,0.0,-1
COc1ccc(NC(=O)/C(C#N)=C/c2ccc(-c3ccccc3C(=O)O)o2)cc1,2,-1,-5,-6,0,2,4,-5,0.3,4
CO/N=C(\CCC(=O)O)c1cccs1,-6,-3,16*,6,-8,-1,-1,3,0.1,-4
Cc1ccc(C)c(S(=O)(=O)N2CCN(CC(=O)Nc3ccc4c(c3)OCCO4)CC2)c1,-10,-6,2,1,0,-2,1,-1,0.0,6
C=CCn1c2ccccc2c2nnc(SCCN3CCOCC3)nc21,-5,-7,11,-4,-7,-2,1,-4,-0.4,-9
Cc1ccc(C(=O)N/C(=C\c2cn(C)c3ccccc23)C(=O)NCCN2CCOCC2)cc1,2,-6,7,0,-14,-5,-1,-1,0.3,-19
C=CCSc1nc2ccccc2c(=O)n1C1CCOC(C)(C)C1 (stereo not given),-5,-4,8,-2,-2,3,3,-1,-0.2,-6
O=C(Nc1ccc(S(=O)(=O)Nc2cnc3ccccc3n2)cc1)c1ccc(Cl)c([N+](=O)[O-])c1,-12,3,-6,-1,-17,-10,-12,-1,-0.2,4
O=C(O)c1ccc(-c2nc3ccccc3s2)o1,-10,-7,-1,-3,-33,-13,-58,-3,0.6,-6
CCOC(=O)N1C(=O)C[C@](Sc2ccc(OC)cc2)(C(=O)N(C)C)[C@H]1c1ccc(OC)cc1,x,3,6,1,1,-1,-2,1,0.5,x
COc1cccc(/C=N/N2CCN(Cc3ccccc3)CC2)c1O,3,-3,-5,-8,1,9,6,3,-1.1,11
CCOc1ccccc1Nc1ccnc2cc(Cl)ccc12,-2,1,1,-1,-48,-42,-4,-1,0.7,-3
COC(=O)[C@]12C[C@H](CC(=O)NCc3ccccc3)C(=O)N(CCc3ccc(OC)c(OC)c3)C1=C[C@H](C(C)(C)C)O[C@@H]2C,x,2,-3,-3,-2,2,7,-1,0.1,x
CC(C)(C)OC(=O)COc1ccc(/C=N/NC(=O)CN2CCCCC2)cc1,1,-3,-7,2,-4,6,1,0,-0.7,3
CCOc1ccc(CCNC(=O)COC(=O)CCc2cc(OC)c(OC)c(OC)c2)cc1OCC,6,4,1,-6,0,5,-1,2,0.9,-5
COc1ccc(OC)c(NC(=O)COC(=O)Cc2ccc(Br)cc2)c1,5,3,-8,-2,-3,-1,2,12,0.2,-11
CC(=O)c1c(C)[nH]c(C(=O)NCc2ccccc2)c1C,9,3,4,0,4,4,0,6,-0.3,0
CCOc1cc(C(=O)Nc2ccc(S(=O)(=O)N3CCCCC3)cc2)ccc1OCC(=O)N1CCOCC1,1,1,-14,6,-4,-3,-1,0,20*,5
C=CCNc1nc(N)c(C(=C(C#N)C#N)c2ccccc2)s1,29*,-2,1,-4,i,i,i,0,-6.4,-7
O=CN1CCN(C(C(=O)NC2CCCC2)c2cc3c(cc2[N+](=O)[O-])OCO3)CC1 (stereo not given),2,4,2,1,-26,-12,-24,-2,-0.2,-8
COCC1CCN(C(=O)c2ccc3oc(CCc4ccccc4)nc3c2)C1 (stereo not given),3,4,0,5,2,3,-2,17,-0.8,1
Cc1ccccc1-c1ncc(CN2CCN(C3CCCCC3)C(CCO)C2)cn1 (stereo not given),15,4,1,2,-10,1,-9,0,-0.2,12
CN(C)S(=O)(=O)N1CCC(Oc2cccc(C(=O)N3CCCCCCC3)c2)CC1,-4,0,4,7,-6,-3,-1,-1,-0.5,3
Cc1ccc(S(=O)(=O)N(C)C)cc1NC(=O)c1cc(S(=O)(=O)N2CCCCC2)ccc1N1CCOCC1,-4,0,3,1,-8,1,0,1,0.8,0
COc1ccc(S(=O)(=O)N2CCN(C(C)C(=O)Nc3ccc(C(C)C)cc3)CC2)cc1 (stereo not given),19,-1,-8,2,-9,2,12*,3,0.7,-5
COCCN(C(=O)c1cccc(OC)c1)c1nnc(-c2ccncc2)s1,7,7,-2,0,0,-3,-3,3,1.1,5
COc1ccc(-c2c(C)oc3c(CN4CCCCC4C)c(O)ccc3c2=O)cc1OC (stereo not given),11,4,3,5,i,-453,-236,2,5.0,-1
Cc1ccc(CCC(=O)Nc2ncc(Cc3cc(Cl)ccc3Cl)s2)o1,2,0,-5,-3,1,-1,1,0,-0.9,15
CCN1CCN(C(=S)c2ccc(Cl)cc2)CC1,10,4,2,-9,0,-1,-4,0,0.5,-1
CC(O)CNCCCOc1cccc(C(F)(F)F)c1 (stereo not given),6,-4,0,3,8,7,-3,2,0.0,4
O=C1CCN(Cc2ccccc2)C(=S)N1,5,9,-1,-5,-2,-2,-3,2,0.1,2
CC(=O)Nc1ccc(S(=O)(=O)NCc2cn3ccsc3n2)cc1,-7,-3,3,-1,11*,11*,4,3,-0.2,-3
Cc1cccc2sc(N(CCCN(C)C)C(=O)c3ccc(S(=O)(=O)N4CCc5ccccc5C4)cc3)nc12,-1,3,5,1,-13,-3,-1,2,0.2,13
C#CCNC(=O)C[C@@H]1C[C@@]2(C(=O)OC)CC(C)(C)CC=C2N(Cc2ccco2)C1=O,4,0,-2,-9,5,2,0,-3,0.6,-3
O=C(N/N=C\c1ccc2c(c1)OCO2)c1cncc(Br)c1,4,-2,5,2,-22,-8,-3,1,0.4,-7
Cc1ccc(Cc2c(-c3ccccc3)nc3cc(C)c(Br)c(C)n23)cc1,6,2,-2,-1,-17,-22,-1,-2,0.5,0
COc1ccccc1CN1C[C@@H]2C[C@@H](c3cccc(O)c3)N3CCC[C@@]23C1=O,10,2,-3,-8,3,1,1,-2,0.2,9
COc1ccccc1C(=O)COC(=O)c1ccc(N(C)C)cc1,3,3,0,5,0,-1,1,100*,-0.3,2
Cc1cc(=O)cc(C)n1-c1ccccc1Br,-6,3,3,1,-4,1,-5,0,-0.6,4
CN1C(=O)c2ccccc2C(C(=O)O)C1c1cccc([N+](=O)[O-])c1 (stereo not given),0,1,-3,-6,3,1,-2,0,0.4,0
Cc1noc(C)c1NC(=O)N(C)C[C@H]1Oc2ccc(NC(=O)Cc3ccccc3)cc2C(=O)N([C@H](C)CO)C[C@@H]1C,1,0,8,-3,0,0,-5,0,-0.4,17
COc1ccc(S(=O)(=O)N(C)C)cc1NC(=O)COC(=O)c1nn(C)c(=O)c2ccccc12,-4,-7,-3,3,-3,2,2,2,-0.5,-2
Cc1ccc(CNC(=O)CCS(=O)(=O)c2cc3c(cc2Br)CCN3C(=O)C2CC2)o1,x,5,5,-1,0,-4,2,-1,0.0,x
O=C(/C=C/c1ccco1)NC(=S)Nc1cccc([N+](=O)[O-])c1,-1,-2,-3,0,-5,1,-1,2,-0.9,11
CCn1c(SCC(=O)Nc2ccc(F)cc2)nnc1C1CC1,2,-2,0,3,0,-1,-1,-3,-0.4,0
O=C(Nc1nn[nH]n1)c1cccc(Oc2ccccc2)c1,15,6,0,-7,-3,2,0,2,0.1,-20
O=C(Nc1cccnc1)c1sc(Nc2ccccc2F)nc1-c1ccccc1,-8,-3,-8,4,-79,-40,-10,-1,0.9,-9
CC(C)(C)NC(=O)CSc1nnc(NC(=O)CCc2ccccc2)s1,7,2,9,-4,-2,-1,-3,-1,-0.6,1

Continuation:
SMILES,ASAP1 GAP inh,MBD2 inh,DDE Tn6 FP inh,DDE Tn7 FP inh,PLC-beta3 inh,PLC-gamma1 inh,ADAM17 inh,UHRF1 MBD2 ctr,proKLK7 act,ARFGAP1 inh
Cc1ccccc1C(=O)NNC(=S)NC(=O)c1ccc(Cl)cc1Cl,-3,-5,5,-6,-1,0,3,-9,-0.1,12
COc1cc(/C=N/NC(=O)c2nnn(-c3nonc3N)c2C)ccc1OCc1ccc(Cl)cc1,0,3,3,5,1,-1,-4,-1,-3.0,2
CCOC(=O)c1c(C)[nH]c(C)c1S(=O)(=O)N(C)CC(=O)Nc1cccc(C)n1,-4,2,-2,-6,-5,6,-2,2,-0.1,16
Cn1ccc(NC(=O)c2ccc(Cl)cc2)n1,8,7,6,-2,-4,3,-2,1,0.0,-7
COc1ccc(C2CC(=O)N(CC(=O)NCC3CCCO3)c3ccccc3S2)cc1OC (stereo not given),0,-5,4,5,2,3,1,4,0.2,11
COC(=O)CN(c1cc(Cl)ccc1OC)S(=O)(=O)c1ccc(C)cc1,5,1,8,1,-6,0,0,0,0.5,-6
CC(C(=O)NCC1(c2ccccc2)CCCC1)N1CCOCC1 (stereo not given),8,0,2,-5,1,-1,-7,1,0.3,5
COc1ccc(CCNC(=O)Cn2ccc3cc(S(=O)(=O)N4CCCC4)ccc32)cc1OC,-5,2,-2,-7,-5,3,4,1,0.8,8
Cc1[nH]nc2c1C(c1ccco1)C(C#N)=C(N)O2 (stereo not given),6,2,0,3,-6,-4,-8,-6,-0.9,10
CNC(=O)c1cc(OCC(F)(F)F)ccc1OCC(F)(F)F,2,2,3,-2,-5,3,1,-1,0.8,-4
CC(C)N1CCN(c2ccc(OCC3COC(Cn4cncn4)(c4ccc(Cl)cc4Cl)O3)cc2)CC1 (stereo not given),11,-3,1,-3,9,9.8*,8,3,0.0,-3
Cn1c(N)c(C(=O)Nc2ccccc2F)sc1=S,-3,3,1,1,-3,2,-1,0,-0.3,4
CCOC(=O)C1=C(O)/C(=C/c2ccc(OCC(=O)O)c(OCC)c2)SC1=Nc1ccc(OC)cc1,10,0,-6,-5,-55,-43,2,5,-2.2,5
CCOC(=O)c1c(C)[nH]c(C(=O)COC(=O)CCC(=O)c2ccc3c(c2)OCCO3)c1C,-4,0,-6,1,2,1,3,0,0.4,3
CCC(C)NC(=O)CSc1nc2cc(S(=O)(=O)N3CCOCC3)ccc2n1CC (stereo not given),0,6,-6,4,-1,-3,-6,3,-0.7,3

Whole records, quoted from the list. Order of screens: ASAP1 GAP inh | MBD2 inh | DDE Tn6 FP inh | DDE Tn7 FP inh | PLC-beta3 inh | PLC-gamma1 inh | ADAM17 inh | UHRF1 MBD2 ctr | proKLK7 act | ARFGAP1 inh
Entry for COC(=O)CN(c1cc(Cl)ccc1OC)S(=O)(=O)c1ccc(C)cc1 → 5 | 1 | 8 | 1 | -6 | 0 | 0 | 0 | 0.5 | -6
Entry for COc1cc(/C=N/NC(=O)c2nnn(-c3nonc3N)c2C)ccc1OCc1ccc(Cl)cc1 → 0 | 3 | 3 | 5 | 1 | -1 | -4 | -1 | -3.0 | 2
Entry for CC(C(=O)NCC1(c2ccccc2)CCCC1)N1CCOCC1 (stereo not given) → 8 | 0 | 2 | -5 | 1 | -1 | -7 | 1 | 0.3 | 5

From PubChem
